NPR2 activator: GC-B (human) receptor activation; P20594; HEK293-GC-B cells, CNP EC30, cGMP TR-FRET; 0% at EC30 CNP, 100% saturating CNP; activation, % at 10 µM; actives 0.11% (n = 370,000);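 active = activation at 10 µM reaching about 35% in either raw or pattern-adjusted values, limit read from the data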
HTRA1 inhibitor: HTRA1 (human) protease inhibition. Q92743. recombinant HTRA1, FP-rhodamine activity-based probe, fluorescence polarization. inhibition, % at 5.96 µM. actives 0.5% (n = 340,000). AID 504803; in the data active = inhibition above about 36%;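 note: 0% = enzyme with DMSO and 100% = wells lacking enzyme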
Target sequence (Q92743 whole entry, looked up): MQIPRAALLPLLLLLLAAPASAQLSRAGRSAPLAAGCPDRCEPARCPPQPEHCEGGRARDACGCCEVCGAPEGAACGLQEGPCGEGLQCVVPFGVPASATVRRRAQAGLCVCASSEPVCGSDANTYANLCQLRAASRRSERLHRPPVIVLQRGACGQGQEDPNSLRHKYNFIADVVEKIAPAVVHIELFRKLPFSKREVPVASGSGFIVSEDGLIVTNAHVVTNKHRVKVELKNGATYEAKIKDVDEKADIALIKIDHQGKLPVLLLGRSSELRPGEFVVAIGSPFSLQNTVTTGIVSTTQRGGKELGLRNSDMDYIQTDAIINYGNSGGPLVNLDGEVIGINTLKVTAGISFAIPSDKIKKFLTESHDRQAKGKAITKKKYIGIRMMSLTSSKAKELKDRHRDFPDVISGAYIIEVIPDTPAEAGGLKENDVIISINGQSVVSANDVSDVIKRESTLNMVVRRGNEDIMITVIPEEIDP
MBD2 DNA inh: blocks human MBD2 binding to methylated DNA; Q9UBB5; TR-FRET, MBD2 binding to methylated oligonucleotide; inhibition, % at 4.4 µM; actives 0.31% (n = 370,000); in the data active = inhibition above about 13%
SIAE inh: human SIAE inhibition, primary screen; Q9HAT2; SIAE FP-Rh probe binding, fluorescence polarization; inhibition, % at 9.66 µM; actives 0.69% (n = 370,000); AID 1053197;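 active = inhibition above a cutoff: mean of compounds within the control limits plus 3 SD of those, cut at about 17% in these data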;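 note: 0% = plate median of compound wells and 100% = probe without SIAE protein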
NPR1 activator: GC-A (human) enzyme activation; activation, % at 10 µM; actives 0.14% (n = 370,000); HEK293 GC-A cells, cGMP TR-FRET, EC30 ANP; 0% at EC30 ANP, 100% saturating ANP; in the data active = activation above about 40%
TCR CD3 inh: human TCR-CD3 binding inhibition | actives 0.37% (n = 360,000) | AID 651800 | TAMRA-labeled TCR probe fluorescence, biochemical | inhibition, % at 9.4 µM; in the data active = inhibition above about 19%;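 note: recombinant mutant TCR 2C K166C tagged with TAMRA read by polarization; 0% = receptor in buffer alone and 100% = receptor with positive control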
ABHD4 inh: ABHD4 (mouse) inhibition, primary FP screen | purified mABHD4, FP-Rh probe fluorescence polarization | inhibition, % at 8.92 µM | actives 0.54% (n = 370,000) | AID 720543;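 active = inhibition exceeding the mean over every tested compound plus 3 SD, cut at about 30% in these data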;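 note: 0% = plate median of compound wells and 100% = S159A mutant with DMSO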
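Assay system: Wild-type mouse ABHD4 protein | Medium: HEPES pH 7.0 buffer, 150 mM NaCl, 0.01% Pluronic F-127 | Incubation: Enzyme–compound pre-incubation 45 min, then probe 60 min, both 25 °C | Technique: Fluorescence polarization with parallel and perpendicular emission, 525/598 nm | Evaluation: % inhibition of FP-Rh probe binding versus controls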
UHRF1 MBD2 ctr: blocks human UHRF1 binding to methylated DNA; Q96T88; UHRF1 binding to methylated oligo, TR-FRET; inhibition, % at 4.4 µM; actives 0.75% (n = 370,000); in the data active = inhibition above about 21%;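 note: UHRF1 SRA domain binding a hemimethylated CpG hairpin DNA probe; 0% = median of test compound wells and 100% = reference inhibitor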
PRMT1 inh: PRMT1 (human) inhibition, primary screen. recombinant PRMT1, activity-based probe fluorescence polarization. inhibition, % at 2.79 µM. actives 1.3% (n = 370,000);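 active = inhibition above about 21% made by adding two undisclosed values, limit read from the data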
Target sequence (Q99873 whole entry, looked up): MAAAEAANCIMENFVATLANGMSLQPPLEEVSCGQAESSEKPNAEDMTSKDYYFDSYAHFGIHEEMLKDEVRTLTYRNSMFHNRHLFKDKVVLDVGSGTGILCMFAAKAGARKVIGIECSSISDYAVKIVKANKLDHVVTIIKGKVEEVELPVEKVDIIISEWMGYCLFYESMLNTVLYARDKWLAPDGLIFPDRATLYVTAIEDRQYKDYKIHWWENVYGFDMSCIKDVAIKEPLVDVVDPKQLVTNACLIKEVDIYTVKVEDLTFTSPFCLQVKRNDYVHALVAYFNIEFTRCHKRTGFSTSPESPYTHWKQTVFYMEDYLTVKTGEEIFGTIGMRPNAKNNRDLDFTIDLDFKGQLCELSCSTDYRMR
rCAG RNA binder: binds r(CAG) RNA repeats; actives 1.3% (n = 370,000); inhibition, % at 3 µM; r(CAG) RNA repeat, TO-PRO-1 dye displacement fluorescence;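 active = inhibition above the plate cutoff, the mean of all test compounds on that plate plus 3 SD, cut at about 35% in these data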;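 note: 0% = DMSO alone and 100% = 100 µM mitoxantrone as full dye displacement; higher means more dye released from RNA so lower well fluorescence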
Active calls of the source: *; · = no result given. Not all compounds are listed. The share of hits here may be higher or lower than overall.

SMILES | NPR2 activator | HTRA1 inhibitor | MBD2 DNA inh | SIAE inh | NPR1 activator | TCR CD3 inh | ABHD4 inh | UHRF1 MBD2 ctr | PRMT1 inh | rCAG RNA binder
Cc1cccc(NC(=O)C(=O)NCC2CCCN2S(=O)(=O)c2cccs2)c1 (stereo not given) | -1 | -6 | -6 | -1 | 2 | -4 | -10 | 2 | -3 | 4
COC(=O)Cc1c(C)c2ccc(OCC(=O)NC3CCS(=O)(=O)C3)cc2oc1=O (stereo not given) | 1 | -3 | -1 | 0 | 0 | -5 | 5 | 1 | -4 | -2
NC(=O)N1CCN(C(=O)c2ccco2)CC1 | -1 | 0 | 2 | -5 | 6 | 0 | -2 | 4 | 0 | 2
COc1cc(C(=O)N(Cc2cc3cc(C)ccc3[nH]c2=O)CC2CCCO2)cc(OC)c1OC (stereo not given) | -4 | -6 | 3 | 6 | -6 | -3 | 5 | 3 | 0 | -3
O=C(O)CNC(=S)N(Cc1ccccc1)Cc1cccs1 | 1 | -9 | 0 | -4 | 0 | 2 | 2 | -1 | 1 | 5
COc1ccc(S(=O)(=O)Nc2cccc3c2O[C@H](CN(C)C(=O)Nc2ccc4c(c2)OCO4)[C@@H](C)CN([C@H](C)CO)C3=O)cc1 | 2 | -4 | -2 | 7 | -2 | -3 | 12 | 6 | 3 | 11
COc1ccc(Cl)cc1S(=O)(=O)N(C)CC(=O)N1CCOCC1 | 2 | -2 | 2 | -2 | -2 | -3 | 13 | -1 | 3 | -3
Cc1cc(C)n2c(=O)[nH]nc2c1 | -3 | 1 | -2 | 5 | 1 | 4 | 3 | -2 | 0 | 3
O=c1c2ccccc2n2nnnc2n1-c1ccccc1 | 4 | 0 | 0 | 2 | 3 | 0 | 4 | 1 | 0 | 0
CCNc1nc(Oc2ccc(=O)n(-c3ccccc3)n2)nc(N(C)C)n1 | 4 | -1 | -1 | 3 | 0 | 2 | 7 | 1 | 1 | -2
O=C(c1cccc(C(F)(F)F)c1)N1CC[C@H]2[C@H](CCCN2Cc2ccccc2)C1 | 3 | · | -1 | -1 | 2 | · | 0 | -3 | 1 | -1
O=C(NCCO)C(=O)NCC1CCCN1S(=O)(=O)c1cccs1 (stereo not given) | 5 | 4 | -1 | 1 | 3 | 1 | 2 | 0 | 3 | 6
O=C(NN=C1CCCCCC1)c1c[nH]c2ccccc12 | -6 | -22 | 4 | -5 | 4 | 4 | -9 | -5 | 0 | 7
Cc1ccccc1NP1(=O)OCCCN1Cc1ccccc1Cl (stereo not given) | -2 | 3 | -1 | -3 | -6 | -3 | 8 | 0 | 0 | 2
Cc1cc(C)n2ncc(C(=O)NCc3ccccc3)c2n1 | 1 | -3 | -2 | -11 | 4 | 4 | 3 | -1 | -3 | -3
COc1ccccc1-c1nn2c(C3COc4ccccc4O3)nnc2s1 (stereo not given) | -10 | -9 | -1 | -6 | 9 | 3 | 1 | -2 | 7 | 4
O=c1cc(CN2CCN(c3ccc(Cl)c(Cl)c3)CC2)c2ccccc2o1 | 0 | · | -5 | 5 | -2 | -1 | 4 | -3 | -2 | 6
COC(=O)C1CCN(C(=O)C2CCC(=O)N(CCCc3ccccc3)C2)CC1 (stereo not given) | 7 | 1 | -2 | 0 | 0 | 0 | -1 | -1 | -2 | -7
CC(OC(=O)CN1C(=O)NC2(CCCC2)C1=O)C(=O)c1ccc(C(C)(C)C)cc1 (stereo not given) | -15 | -6 | 4 | 0 | 2 | -4 | -8 | 5 | -5 | -2
C=CCn1c(=O)c(C(=O)Nc2ccccc2C(=O)OCC)c(O)c2ccccc21 | -10 | -15 | 1 | -6 | 3 | 4 | 6 | -2 | 1 | 2

Arranged by molar mass (low to high): some entries from above
SMILES | NPR2 activator | HTRA1 inhibitor | MBD2 DNA inh | SIAE inh | NPR1 activator | TCR CD3 inh | ABHD4 inh | UHRF1 MBD2 ctr | PRMT1 inh | rCAG RNA binder
Cc1cc(C)n2c(=O)[nH]nc2c1 | -3 | 1 | -2 | 5 | 1 | 4 | 3 | -2 | 0 | 3
NC(=O)N1CCN(C(=O)c2ccco2)CC1 | -1 | 0 | 2 | -5 | 6 | 0 | -2 | 4 | 0 | 2
O=c1c2ccccc2n2nnnc2n1-c1ccccc1 | 4 | 0 | 0 | 2 | 3 | 0 | 4 | 1 | 0 | 0
O=C(O)CNC(=S)N(Cc1ccccc1)Cc1cccs1 | 1 | -9 | 0 | -4 | 0 | 2 | 2 | -1 | 1 | 5
Cc1ccccc1NP1(=O)OCCCN1Cc1ccccc1Cl (stereo not given) | -2 | 3 | -1 | -3 | -6 | -3 | 8 | 0 | 0 | 2
CCNc1nc(Oc2ccc(=O)n(-c3ccccc3)n2)nc(N(C)C)n1 | 4 | -1 | -1 | 3 | 0 | 2 | 7 | 1 | 1 | -2
O=C(NCCO)C(=O)NCC1CCCN1S(=O)(=O)c1cccs1 (stereo not given) | 5 | 4 | -1 | 1 | 3 | 1 | 2 | 0 | 3 | 6
COc1ccccc1-c1nn2c(C3COc4ccccc4O3)nnc2s1 (stereo not given) | -10 | -9 | -1 | -6 | 9 | 3 | 1 | -2 | 7 | 4
COC(=O)C1CCN(C(=O)C2CCC(=O)N(CCCc3ccccc3)C2)CC1 (stereo not given) | 7 | 1 | -2 | 0 | 0 | 0 | -1 | -1 | -2 | -7
O=c1cc(CN2CCN(c3ccc(Cl)c(Cl)c3)CC2)c2ccccc2o1 | 0 | · | -5 | 5 | -2 | -1 | 4 | -3 | -2 | 6
C=CCn1c(=O)c(C(=O)Nc2ccccc2C(=O)OCC)c(O)c2ccccc21 | -10 | -15 | 1 | -6 | 3 | 4 | 6 | -2 | 1 | 2
CC(OC(=O)CN1C(=O)NC2(CCCC2)C1=O)C(=O)c1ccc(C(C)(C)C)cc1 (stereo not given) | -15 | -6 | 4 | 0 | 2 | -4 | -8 | 5 | -5 | -2
O=C(c1cccc(C(F)(F)F)c1)N1CC[C@H]2[C@H](CCCN2Cc2ccccc2)C1 | 3 | · | -1 | -1 | 2 | · | 0 | -3 | 1 | -1
COC(=O)Cc1c(C)c2ccc(OCC(=O)NC3CCS(=O)(=O)C3)cc2oc1=O (stereo not given) | 1 | -3 | -1 | 0 | 0 | -5 | 5 | 1 | -4 | -2
COc1ccc(S(=O)(=O)Nc2cccc3c2O[C@H](CN(C)C(=O)Nc2ccc4c(c2)OCO4)[C@@H](C)CN([C@H](C)CO)C3=O)cc1 | 2 | -4 | -2 | 7 | -2 | -3 | 12 | 6 | 3 | 11

Carrying on:
SMILES | NPR2 activator | HTRA1 inhibitor | MBD2 DNA inh | SIAE inh | NPR1 activator | TCR CD3 inh | ABHD4 inh | UHRF1 MBD2 ctr | PRMT1 inh | rCAG RNA binder
Cc1nn(C)cc1C(C(=O)NC1CCCCC1)N(Cc1ccccc1Cl)C(=O)c1cnccn1 (stereo not given) | 5 | -2 | -6 | 11 | -4 | 3 | -1 | 0 | -5 | -6
O=C(c1cc(COc2ccc(F)cc2Cl)on1)N1CCN(C2CCCCC2)C(=O)C1 | 4 | -33 | 6 | -1 | 12 | 3 | 8 | 0 | 5 | -7
CCNC(=O)/C(C#N)=C/c1c(N2CCN(c3ccccc3)CC2)nc2c(C)cccn2c1=O | 3 | 1 | -4 | -1 | -4 | 5 | 0 | -4 | 2 | -1
CCOC(=O)c1ccc(NC(=O)COc2ccc(CNCCO)cc2OCC)cc1 | -4 | -8 | 4 | 1 | -1 | 4 | -2 | 102* | 0 | -2
CC(C)C(NS(=O)(=O)c1cccc2nsnc12)C(=O)NCCC1=CCCCC1 (stereo not given) | 3 | -1 | 1 | -3 | -1 | -7 | -1 | 2 | -1 | 2
Cc1ccc(C)c(/C=C(\C(=O)O)c2ccc(S(=O)(=O)N3CCCCC3)s2)c1 | 1 | -24 | 1 | -2 | 2 | -3 | 11 | -1 | 3 | 47*
Cc1ccc(NCN2C(=O)c3ccccc3C2=O)cc1Cl | -4 | 1 | -10 | 3 | -6 | 11 | 5 | 1 | -3 | 4
CC(=O)Nc1cccc(-c2csc(Nc3ccccn3)n2)c1 | -3 | -9 | 0 | 1 | 18 | -5 | -2 | -1 | 3 | 12
Cc1ccnc(SCc2ccc(C(=O)O)cc2)n1 | -6 | 6 | 3 | 4 | 4 | 8 | 1 | -1 | -1 | 1
Cc1noc(C)c1CCC(=O)NC1CCCN(Cc2ccc(CC(C)C)cc2)C1 (stereo not given) | -5 | -3 | 1 | 9 | 3 | 3 | 5 | 2 | -3 | -6
Cc1ccc(C(=O)n2c(-c3ccccc3)cnc2SCC(=O)Nc2ccc(C)cc2C)cc1 | -4 | -7 | 2 | -2 | -2 | -7 | -2 | 0 | 2 | 1
COc1ccc2[nH]c(=O)c(CN(C(=O)COc3ccccc3)C(C)C)cc2c1 | -2 | 2 | -2 | -5 | -1 | 1 | 4 | -1 | -1 | -7
O=C(O)CCN1C(=O)/C(=C2\C(=O)N(Cc3ccccc3Cl)c3ccccc32)SC1=S | -1 | 3 | 2 | 12 | -5 | 4 | 5 | -2 | 0 | 3
CCc1ccc(NC(=O)C2CCCN(S(=O)(=O)c3ccc4c(c3)CCCN4C(C)=O)C2)cc1 (stereo not given) | 0 | -8 | 4 | 11 | 0 | -3 | 0 | 0 | -2 | 2
Cc1ccc(N2C(=O)C3CCC(C)(C2=O)C3(C)C)cc1 (stereo not given) | -1 | 7 | -3 | 3 | 2 | 1 | 4 | 0 | -6 | -2
CC(C)C(=O)Nc1cccc(NC(=S)NC(=O)c2ccc([N+](=O)[O-])cc2)c1 | -3 | -5 | -1 | 5 | -3 | -5 | 1 | -3 | 1 | -4
CC(Oc1ccc(Cl)cc1)C(=O)Nc1ccccc1N1CCOCC1 (stereo not given) | -6 | -11 | 4 | -2 | -16 | 4 | -8 | -2 | -1 | 1
CC(Sc1ccccc1)C(=O)N/N=C/c1cccnc1 (stereo not given) | 0 | 4 | 4 | 14 | 0 | 4 | 0 | -2 | -3 | -2
O=[N+]([O-])c1ccc(-c2cn3nc(-c4ccccc4)c(-c4ccccc4)nc3n2)cc1 | 11 | · | -1 | -3 | 0 | 3 | 3 | -2 | -3 | 0
COc1ccc(CCNC(=O)C2CCCN(S(=O)(=O)c3cc(C)ccc3OC)C2)cc1OC (stereo not given) | 12 | 8 | 0 | 2 | 0 | -2 | -5 | 2 | 4 | -9
CSc1ncc(OCc2ccccc2)c(=O)[nH]1 | -7 | 7 | -1 | 3 | 3 | 11 | 2 | -1 | -3 | 0
CC1Sc2ccccc2N(Cc2ccccc2)C1=O (stereo not given) | -3 | · | 0 | -1 | -5 | 0 | -6 | -1 | -4 | 0
Cc1cnc(C(=O)Nc2ccc(C(=O)N3CCCCC3)cc2)cn1 | -6 | 5 | 2 | 6 | -6 | -4 | 7 | 2 | 0 | -3
CC1(C(=O)NS(=O)(=O)C2CC2)CCN(C(=O)c2ccc(F)c(Cl)c2)C1 (stereo not given) | 0 | · | -7 | -2 | 3 | 3 | -12 | 1 | -3 | -1
CCCCC(C)n1[nH]c(=O)cc1N (stereo not given) | -3 | 2 | -6 | 0 | 3 | 3 | 7 | -5 | 2 | 1
COc1ccc(-c2cn3cc(Cl)ccc3n2)cc1OC | 5 | -14 | 5 | -4 | -1 | 4 | -1 | -2 | -1 | -1
Cn1c(CO)cnc1S(=O)(=O)Cc1ccc(Cl)cc1 | -1 | 1 | 3 | 1 | -1 | 1 | 1 | -1 | 2 | 0
